Assay outcomes deposited in PubChem by several laboratories.
NOD1 inhibition: NOD1 signaling inhibitors, primary screen, cell-based, luminescence, uHTS (AID 1578). NOD1-driven NF-kB luciferase reporter cells, luminescence; higher % means a stronger effect. inhibition, % at 4 µM; hits with a dose series show EC50 in µM. actives 1% (n = 290,000); in the data active means inhibition mostly above about 36%, no sharp cut-off; inactive means mostly below about 34%;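 further: HEK-293T reporter cells stimulated with the NOD1 agonist gamma-tri-DAP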
P. falciparum M1AAP: P. falciparum M1AAP inhibitors, biochemical, fluorogenic H-Leu-NHMec substrate, 1536-well (AID 1445) | Aminopeptidase N (Plasmodium falciparum (isolate 3D7)) | recombinant M1AAP, H-Leu-NHMec fluorogenic kinetic assay; higher % means a stronger effect | one-dose inhibition, % at 30 µM; IC50 in µM for titrated hits | actives 0.42% (n = 220,000);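 active means primary inhibition above the hit cutoff, then over 50% inhibition at one or more dose response concentrations, cut at about 23% in these data, passing the limit was not always enough; inconclusive means conflicting primary data, or primary hits not chosen for dose response; inactive means low primary inhibition, or under 50% at every dose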;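 further: plate controls were DMSO full reaction for no effect and no enzyme background for full effect; strong numbers were not always called active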
GPR55 beta-arrestin: GPR55 agonists via beta-arrestin recruitment, primary screen, imaging, U2OS cells, beta-arrestin-GFP redistribution (AID 1961). activation, % at 10 µM, or EC50 in µM where a hit was titrated. G-protein coupled receptor 55 (Homo sapiens). actives 0.048% (n = 290,000). U2OS GPR55 beta-arrestin-GFP redistribution imaging; higher % means a stronger effect;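 active means activation above 40% with more than 50 cells counted in the well; inconclusive means wells holding fewer than 50 cells, flagged as toxic or sparse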;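 further: U2OS osteosarcoma cells stably expressing GPR55 and beta-arrestin-GFP; plate controls were DMSO negative control for no effect and LPI positive control for full effect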
AID2073: inhibitors of Mint1-CaV2.2 protein interaction, biochemical, HTRF (AID 2073) | Voltage-dependent N-type calcium channel subunit alpha-1B (Homo sapiens) | HTRF protein-protein interaction, Mint1-CaV2.2; higher % means a stronger effect | inhibition, % at 20 µM; hits with a dose series show IC50 in µM | actives 0.19% (n = 290,000); in the data active means inhibition mostly above about 51%, no sharp cut-off; inconclusive means no clear call, values can overlap the other calls; inactive means mostly below about 53%; further: some results filed as inactive read as strong as hits
HEK293 NOD2/NF-kB: NOD2 signaling inhibitors, cell-based, luminescence, uHTS, HEK293 (AID 1566); HEK293 NOD2/NF-kB luciferase reporter, luminescence; higher % means a stronger effect; inhibition, % at 4 µM; hits with a dose series show EC50 in µM; actives 0.63% (n = 290,000); further: many of its hits are not listed in these tables
P. falciparum M17LAP: P. falciparum M17LAP inhibitors, primary screen, biochemical, fluorogenic H-Leu-NHMec substrate, 1536-well (AID 1619). Leucine aminopeptidase (Plasmodium falciparum (isolate 3D7)). recombinant M17LAP, H-Leu-NHMec fluorogenic kinetic assay; higher % means a stronger effect. one-dose inhibition, % at 30 µM; IC50 in µM for titrated hits. actives 0.38% (n = 220,000);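 active means compound inhibiting the enzyme by more than half at any dose during confirmatory dose-response retesting; inconclusive means strong single-dose inhibitors picked by rank but not retested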;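 further: plate controls were full reaction with DMSO carrier for no effect and no enzyme background for full effect; strong numbers were not always called active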
Dynein cargo inh: inhibitors of GR-EGFP nuclear translocation, primary screen, dynein cargo transport inhibitor project, imaging, high-content, 3617.4 mouse cells; AID 1381, 2008; test concentration mostly 20 µM; stimulated with dexamethasone, 1 µM; active compounds read low; z-score, hits read low; actives 0.47% (n = 220,000);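 active means plate z-score of nuclear minus cytoplasmic receptor signal below a set negative limit, without overly bright fluorescence or cell loss, cut at about -3.5 in these data, passing the limit was not always enough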;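 further: z-score of nuclear minus cytoplasmic ring GR-EGFP intensity difference per well; some compounds called inactive have numbers as strong as hits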
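Buffer or medium: Induction medium lacking tetracycline, stripped serum | Also added: Dexamethasone agonist, 1.0 µM final, for 30 min | Timing: 48 h induction, 1 h compound, 30 min dex at 37 °C | Detection: Formaldehyde fixation, Hoechst nuclear stain, 10x automated fluorescence imaging | Measure: Nuclear versus cytoplasmic GR-EGFP signal, averaged per well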
KOR beta-arrestin-1: KOR agonists, beta-arrestin recruitment, primary screen, cell-based, luminescence, uHTS (AID 1777); Kappa-type opioid receptor (Homo sapiens); KOR beta-arrestin recruitment, luminescence; higher % means a stronger effect; activation, % at 10 µM; hits with a dose series show EC50 in µM; actives 0.02% (n = 280,000); in the data active means activation above about 50%, passing the limit was not always enough; further: a part of the inactive calls stands beside numbers as strong as those of hits
KOR beta-arrestin-2: KOR antagonists, beta-arrestin recruitment, cell-based, luminescence, uHTS (AID 1778) | one-dose inhibition, % at 10 µM; IC50 in µM for titrated hits | actives 0.091% (n = 290,000) | KOR beta-arrestin recruitment, luminescence, antagonist mode; higher % means a stronger effect | Kappa-type opioid receptor (Homo sapiens); further: strong numbers were not always called active
Dynein cargo inh cytoplasmic EGFP: further read-out of Dynein cargo inh, marked with its call; z-score; measured here: cytoplasmic GR-EGFP intensity; active compounds read high
Dynein cargo inh nuclear GR-EGFP: further read-out of Dynein cargo inh, marked with its call; z-score; measured here: nuclear GR-EGFP intensity;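 lower value marks the stronger effect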
Dynein cargo inh cell count: recorded beside Dynein cargo inh, whose call it bears; z-score; measured here: cell count per field
An asterisk follows results filed as active; i = inactive; u = inconclusive; x = not tested or not shown; [ ] = remark or other dose. Unless noted, no stated cut-off is given here; in the data, active means inhibition above about 50%; inactive means the rest. An excerpt; the hit share may differ from the screen's.

molecule	KOR beta-arrestin-2	NOD1 inhibition	Dynein cargo inh nuclear GR-EGFP	GPR55 beta-arrestin	HEK293 NOD2/NF-kB	P. falciparum M1AAP	P. falciparum M17LAP	Dynein cargo inh	AID2073	Dynein cargo inh cell count	Dynein cargo inh cytoplasmic EGFP	KOR beta-arrestin-1
COc1ccc(OCC(=O)N2N=C(C)CC2(O)C(F)(F)F)cc1 (stereo not drawn)	-6%	-16%	0.44	0.1%	3%	5%	-1%	0.33	-4%	-0.11	-0.3	-1.0%
COc1ccc(N2CCN(C(CNS(=O)(=O)c3ccccc3)c3ccccc3)CC2)cc1 (stereo not drawn)	7%	-20%	x	0.2%	9%	x	x	x	7%	x	x	-0.2%
CCS(=O)(=O)C1=NSC2=NC(=O)/C(=C\c3ccc(OC(=O)c4ccco4)cc3)C(=N)N21	-42%	-14%	x	-0.2%	16%	x	x	x	14%	x	x	-1.9%
Cc1occc1C(=O)Nc1ccccc1C#N	-41%	-31%	x	-0.1%	-10%	x	x	x	5%	x	x	7.7%
CC(CCc1ccccc1)NC(=O)COC(=O)c1ccccc1O (stereo not drawn)	-5%	5%	-0.11	0.1%	10%	-13%	3%	-0.79	-12%	0.32	-0.33	-3.5%
CC(=O)N(Cc1ccc(Br)cc1)c1cccc(C)c1C	12%	-20%	-0.062	0.0%	-4%	-2%	-3%	-0.33	-3%	-0.22	-0.21	-3.1%
CCn1c(NC(=O)c2nn(C)cc2Br)nc2ccccc21	-19%	-20%	-0.45	0.0%	4%	-3%	7%	-0.13	-4%	0.48	-0.31	-0.6%
O=C(CN1CCN(c2ccc(O)cc2)CC1)Nc1cc(S(=O)(=O)N2CCCCC2)ccc1Cl	-17%	-20%	-0.24	0.0%	11%	10%	4%	-1.2	3%	1.6	-0.26	0.1%
CCC(C(=O)O)N1C(=O)/C(=C/c2cccn2C)SC1=S (stereo not drawn)	-22%	-26%	-0.52	-0.2%	-1%	30%	u	-0.52	-2%	0.39	-0.31	-0.5%
CCC(C(=O)OC)n1cnc2c(nnn2-c2cccc(OC)c2)c1=O (stereo not drawn)	-26%	0%	x	0.0%	-10%	x	x	x	9%	x	x	3.1%
CCn1c(C)nnc1SCC(=O)Nc1nccs1	8%	-16%	x	0.4%	-9%	x	x	x	4%	x	x	-1.0%
O=C(COc1ccccc1F)NCc1ccc(-n2cccc2)cc1	-5%	-5%	0.39	0.0%	-10%	0%	8%	0.67	-1%	-1.6	-0.064	-1.6%
O=C(c1ccccc1Br)N1CCC(c2nc3ccccc3s2)CC1	-12%[20 µM]	-30%	0.01	0.2%	2%	2%	-4%	-0.37	2%	0.5	-0.18	x
COc1ccc(C)cc1-n1c(SCC(=O)Nc2cc(C)on2)nc2sc(C)c(C)c2c1=O	23%	-11%	0.89	-0.1%	18%	-7%	-1%	0.28	8%	-0.12	0.034	-0.1%
Cc1ccc(S(=O)(=O)Nc2nc(C)cc(-n3nc(C)cc3C)n2)cc1	-17%	-22%	1.2	-0.1%	2%	4%	10%	2	6%	-0.95	0.86	-2.5%
CCC(C)NC(=O)c1cc2c(=O)n3ccccc3nc2s1 (stereo not drawn)	10%	0%	x	-0.1%	4%	x	x	x	44%	x	x	-4.0%
Cc1cc(C)n2nc3nc(N4CCCC4)nc(-c4ccccc4)c3c2n1	33%	-20%	0.81	0.0%	14%	8%	-23%	0.63	42%	-0.82	-0.086	-0.2%
CCN(CC)C(=O)c1ccc(Cn2cc([N+](=O)[O-])cn2)o1	-15%[20 µM]	-20%	0.67	-0.1%	15%	5%	0%	1.3	3%	-0.89	-0.13	x
COc1ccc(NC(=O)N(Cc2cccs2)Cc2cc3cc4c(cc3[nH]c2=O)OCO4)cc1	14%	-3%	0.66	0.1%	6%	5%	-2%	1.4	14%	-0.15	-0.11	4.9%
COc1ccc(CNC(=O)C(c2ccc(C)o2)N(Cc2cccs2)C(=O)Cc2cccs2)cc1 (stereo not drawn)	-26%	68%*	-0.38	-0.2%	-4%	6%	11%	-0.9	20%	0.78	-0.14	1.1%
Cc1ncc([N+](=O)[O-])n1CC(=O)NC(C)(C)C	2%	-28%	-0.33	0.1%	6%	3%	11%	-0.37	6%	0.86	-0.28	1.4%
Cc1ccc(/C=N/OC(=O)c2nn(C)cc2Cl)cc1	33%	-26%	0.12	1.4%	8%	0%	5%	-0.0082	-1%	0.32	-0.29	4.1%
COc1ccccc1CCN1CCCC(CN(C)C(=O)c2ccoc2)C1 (stereo not drawn)	2%	-9%	x	0.3%	-14%	x	x	x	-2%	x	x	0.0%
Cc1cc(OCCN2CCCCC2)nc2ccccc12	11%	-15%	0.18	-0.1%	3%	7%	3%	-0.36	-8%	0.034	-0.17	-1.7%
CC(C)C(C(=O)NCc1ccco1)N(CC1CCCO1)C(=O)CNS(=O)(=O)c1ccc(F)cc1 (stereo not drawn)	6%	-16%	x	-0.2%	17%	x	x	x	u	x	x	-1.5%
CN(C)c1ccc(/C=N/NC(=O)c2sccc2-n2cccc2)cc1	5%	-53%	-0.11	1.4%	-56%	17%	3%	-0.12	16%	-1.8	-0.08	-2.2%
COc1ccc(/C(N)=N/OC(=O)CCCc2ccccc2)cc1	x	-34%	-0.65	0.5%	2%	13%	-2%	-0.56	-4%	0.62	-0.3	-3.2%
CC1CCCCC1NC(=O)CCNS(=O)(=O)c1cc(Br)cnc1N (stereo not drawn)	-72%	-15%	x	-0.2%	15%	x	x	x	2%	x	x	-4.0%
CC(C)Cc1nnc(NC(=O)CCC(=O)N2CCN(c3ccccn3)CC2)s1	-38%	-21%	1.1	-0.1%	-4%	6%	-4%	1.8	0%	-2	0.093	-2.7%
Cc1cccn2c(=O)c(C=O)c(N3CCCCCC3)nc12	-27%	0%	0.086	-0.1%	-14%	10%	8%	-0.95	3%	1.1	-0.2	-1.3%
CC(=O)N1CCC(O)(c2ccc3c(c2)OCO3)CC1	-10%	-23%	x	-0.2%	8%	x	x	x	1%	x	x	-3.1%
Cc1nc2c(ncn2-c2ccccc2)c(=O)n1NC(=O)CN1CCCC1	-2%	-5%	0.0075	-0.2%	13%	-3%	0%	0.48	u	-0.31	-0.22	12%
COc1ccccc1NCCC(=O)OCC(=O)NC1CCCC(C)C1C (stereo not drawn)	-12%	-19%	-0.051	-0.3%	-3%	4%	-1%	0.61	13%	0.21	-0.024	1.0%
CCN(c1ccccc1)S(=O)(=O)c1ccc(C(=O)NCCCn2ccnc2)cc1	10%	-20%	-0.088	0.0%	11%	1%	-7%	-0.21	-2%	0.83	-0.25	-3.7%
O=C(NNc1nc2ccc(F)cc2s1)c1cccc(F)c1	-20%	7%	-0.84	-0.6%	-25%	-9%	-12%	-0.48	-15%	0.22	-0.16	10%
CCN(CCn1cccn1)C(=O)C1CCC(=O)N(CCN2CCOCC2)C1 (stereo not drawn)	2%	-19%	x	-0.1%	-9%	x	x	x	-2%	x	x	1.5%
O=C(NCCN1CCN(S(=O)(=O)c2ccc([N+](=O)[O-])cc2)CC1)C(=O)Nc1ccccc1	i	-21%	-0.29	-0.4%	-3%	-1%	-3%	-0.57	13%	0.49	-0.36	-2.1%
Cc1ccc(OCCC(=O)OCC(=O)NCCc2ccccc2)cc1	8%	-20%	-0.23	-0.2%	4%	0%	3%	-0.37	2%	0.4	-0.31	-4.6%
CCCCN(C(=O)NC(=O)Nc1cc(C)ccc1C)S(C)(=O)=O	11%	-8%	-0.18	-0.2%	0%	-2%	-14%	-0.79	-8%	1.6	0.053	7.2%
COc1ccc(-n2cc(CNCc3cccnc3)c(-c3cccc(F)c3)n2)cc1	-30%	-27%	-0.35	-0.2%	-22%	-1%	0%	-0.51	0%	0.51	0.34	6.5%
CCC(C)(C)NC(=O)CN(Cc1cccs1)C(=O)CNS(=O)(=O)c1ccc(F)cc1	-12%	-6%	-0.19	-0.2%	26%	2%	-13%	-0.74	2%	0.63	-0.31	-1.6%
COc1ccc(CCNC(=O)CS(=O)Cc2nc(-c3cccs3)oc2C)cc1OC (stereo not drawn)	-11%	-21%	-0.33	0.0%	15%	9%	4%	-0.87	-3%	0.3	-0.33	-2.3%
O=S(=O)(NCc1cccnc1)c1ccc(Cl)c2ccccc12	-14%	-26%	x	-0.2%	9%	x	x	x	8%	x	x	1.7%
CC(C)CC(NC(=O)c1ccc(Cl)cc1)C(=O)OCc1cc([N+](=O)[O-])cc2c1OCOC2 (stereo not drawn)	43%	-11%	0.22	-0.2%	-26%	-1%	-4%	0.8	0%	-0.95	-0.18	-3.2%
C#CCNC(=O)C1=C[C@@H](c2ccc(C(F)(F)F)cc2)[C@H](CCCO)[C@@H](OCC)O1	12%	-36%	0.56	0.2%	6%	3%	-3%	0.52	2%	-0.21	-0.16	-4.1%
O=c1oc2ccccc2c(O)c1/C=N/c1ncccn1	-4%	-8%	x	0.1%	4%	x	x	x	3%	x	x	-1.7%
Cc1noc(NS(=O)(=O)c2ccc(NC(=O)CSc3nc4ccccc4[nH]3)cc2)c1C	14%	-22%	1.3	-0.1%	4%	16%	-55%	1.8	2%	-2	-0.22	1.8%
CC1CCC(NC(=O)CCS(=O)(=O)c2ccc3c(c2)oc(=O)n3C)CC1 (stereo not drawn)	0%	-14%	x	0.3%	23%	x	x	x	-8%	x	x	4.2%
CCOC(=O)c1cnc2c(OC)cccc2c1Nc1ccc2c(c1)OCCO2	29%	7%	0.28	0.2%	3%	8%	2%	0.79	-3%	-0.36	-0.25	-3.2%
O=C(Nc1cccnc1)c1cc([N+](=O)[O-])ccc1Cl	-9%	3%	-0.31	0.4%	16%	4%	14%	-1.3	1%	0.71	-0.15	2.5%
